Screening data: PubChem BioAssay, National Center for Advancing Translational Sciences (NCATS)
FBPA coupling cs – counter-screen for Giardia aldolase inhibitors: coupling enzyme system; coupling enzyme system counterscreen, AmpLite Red fluorescence; activity change, negative = inhibition, % at 58.2 µM, hits read low; hit rate 0.67% among 290,000; AID 2472; in the data active means activity change below about -30%; further: on the % scale 0 is the no-effect control and ±100 the full control effect
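Fluorescence at 525 nm excitation and 598 nm emission measured inhibition of the coupled detection system without aldolase. Compounds (at 57.5 uM final) were preincubated 10 min at room temperature with coupling enzyme reagent before a 20 min substrate/AmpLite Red step.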
ASM inhibitor – human S-ASM enzyme inhibition. placental ASM, HMU-PC fluorogenic substrate, 60 min. P17405. hit rate 0.006% among 340,000. Potency, µM (doses to about 57.5 µM), without a hit: at the top dose activity change, negative = inhibition, actives largely listed as inhibitors; further: potency means the concentration at half of the fitted maximal effect
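Human placenta-derived ASM preincubated with compound 10 min at room temperature, then reacted with 9 uM (final) fluorogenic HMU-PC substrate for 60 min at 37 C. Stop solution raises pH to 10; fluorescence read at Ex 386/Em 447 nm.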
A-T KAP1 phos – candidate therapy for ataxia-telangiectasia; hit rate 0.19% among 320,000; […] A-T fibroblasts, KAP-1 phosphorylation AlphaLISA; neocarzinostatin DNA damage 30 min before lysis; Potency, µM (titrated, usually from 57.5 µM), inactives show top-dose activation, most hits filed as activators; further: potency means the concentration at half of the fitted maximal effect; % of control where 0% means no effect; nearly all actives have a fitted effect of over 45% in size
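ATM-like activity read as KAP-1 phosphorylation via AlphaLISA donor/acceptor antibody pairs after lysis and 6 hr at 25C. Cells were ATM-null patient fibroblasts ([…], hTERT), dosed 60 min, then exposed to the DSB inducer NCS for 30 min.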
MBNL1-CUG inh – blocks human MBNL1 binding to CUG repeat RNA. AID 2675. hit rate 0.036% among 280,000. Q9NR56. Potency, µM (highest dose often 57.5 µM), for inactives: at the highest dose activity change, negative = inhibition, hits mostly inhibitors. TR-FRET MBNL1-His/biotin-(CUG)12 binding, 665/545 ratio; active means well fitted inhibition curve with a large enough effect in the signal ratio, with a control signal flat, not every such curve was filed as active; inconclusive means small, poorly fitted or top-dose-only effect, or effect the other way, or a change in a side signal; inactive means no such curve, though single readings can be large or run the other way; the % refers to the signal ratio; further: potency means the concentration at half of the fitted maximal effect; on the % scale 0 is the no-effect control and ±100 the full control effect
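Ratiometric TR-FRET (665 over 545 nm, excitation 340 nm) tracks disruption of MBNL1-His/biotin-(CUG)12 complex after 60 min at room temperature, with compounds at 92 nM to 58 uM final.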
CXXC DNA block – MLL CXXC-DNA interaction inhibition; MLL-CXXC / FITC-HOXA9 DNA fluorescence polarization; hit rate 0.037% among 290,000; AID 2662; Potency, µM (highest dose often 115 µM), for inactives: at the highest dose activity change, negative = inhibition, most hits filed as inhibitors; active means well fitted inhibition curve with a large enough effect in the polarisation, with a control signal flat, not every such curve was filed as active; inconclusive means small, poorly fitted or top-dose-only effect, or effect the other way, or a change in a side signal; inactive means no such curve, though single readings can be large or run the other way; the % refers to the polarisation; further: potency means the concentration at half of the fitted maximal effect
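Steps: dispense CXXC domain solution (7 uM) → pin compounds or unlabeled HOX-A9 DNA control → 5 min ambient → add FLSN-HOX-A9 solution (50 nM) → spin → 30 min ambient → fluorescence polarization. Tris pH 7.5/NaCl/DTT/BSA buffer.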
KCNH2 3.1 block – blocks the human KCNH2 3.1 channel isoform; U2OS KCNH2 3.1, thallium flux FluxOr; hits give low values; activity change, % (tested at about 1.8 µM); AID 720553; hit rate 0.95% among 340,000;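 active means maximum activity change below -70%; inconclusive means maximum activity change from -70% to -50%; inactive means maximum activity change above -50%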;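 further: thallium influx rate constant from kinetic fluorescence after stimulation buffer; on the % scale 0 is the no-effect control and ±100 the full control effect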
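Virally transduced U2OS (3.1 isoform, 4 h infection in dark at RT) → overnight 37 C → FluxOr + Red40 in HBSS/HEPES, 45 min → stimulation buffer, 2 min kinetic read → rate constant vs DMSO controls.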
a7 integrin act – activators of alpha7 integrin expression for muscular dystrophy; Potency, µM (titrated, usually from 38.3 µM), for inactives: at the top dose activation, usual class: activators; hit rate 0.064% among 350,000; AID 624291; alpha7betagal myoblasts, beta-gal FDG fluorescence, 48 h;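 further: potency means the concentration at half of the fitted maximal effect; 100% = response of the positive control SU9516; nearly all actives have a fitted effect of over 60% in size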
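Alpha7betagal+/- myoblasts (passage 13) were plated 16-24 hr, then exposed to compounds (1:260 dilution of DMSO stock) for 48 hours at 37C. After MPER lysis, β-galactosidase reporter activity was read as FDG fluorescence (ex 480/em 540) after 30 minutes.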
hERG WT inh – inhibitors of human wildtype KCNH2 potassium channel. Q12809. U2OS, BacMam KCNH2, thallium flux FluxOr; hits give low values. activity change, % at 1.84 µM. hit rate 0.37% among 340,000. AID 720551;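 active means maximum activity change below -70%; inconclusive means maximum activity change between -70% and -50%; inactive means maximum activity change above -50%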; further: on the % scale 0 is the no-effect control and ±100 the full control effect
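U2OS cells transduced with wild-type KCNH2 virus are loaded with FluxOr dye for 45 min, and thallium flux is measured in kinetic reads before and after stimulation buffer. Rate constants are normalized to DMSO controls.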
TRPV1 agonist – activates the human vanilloid receptor TRPV1. activation, % at 8.33 µM. hit rate 0.19% among 320,000. AID 540275. Q8NER1. TRPV1-expressing cells, Fluo-8 calcium influx, agonist mode; in the data active means activation above about 80%; inconclusive means between about 30% and that limit; further: 0% is about no effect
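Fluo-8 calcium influx in TRPV1-expressing cells, kinetic read (ex 480/em 520 nm). Compound added and read 3 min for agonist activity, followed by capsaicin at EC20 final and 2 min further read for enhancement.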
GALK inhibitor – galactokinase (human) inhibition. P51570. Purified GALK, Kinase-Glo residual ATP luminescence. Potency, µM (titrated, usually from 57.5 µM), for inactives: at the top dose activity change, negative = inhibition, most hits filed as inhibitors. hit rate 0.007% among 270,000; further: potency means the concentration at half of the fitted maximal effect; on the % scale 0 is the no-effect control and ±100 the full control effect
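ATP-depletion format; final 35 uM ATP, 100 uM D-galactose, 5 nM enzyme; pH 8.0 HEPES/Mg2+ buffer; 60 min RT; luminescence read 10 min after detection reagent.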
The depositor's hits bear a star; ? = inconclusive; · = not tested or not shown; [ ] = remark or other dose. Unless noted, the call rests on the fitted dose curve; in most records, active means well fitted curve in the direction sought with a large enough effect; inconclusive means small, poorly fitted or top-dose-only effect, or another doubt; inactive means no such curve, though single readings can be large; an effect the other way counts as inactive or inconclusive.

Structure | hERG WT inh | a7 integrin act | TRPV1 agonist | CXXC DNA block | KCNH2 3.1 block | A-T KAP1 phos | ASM inhibitor | GALK inhibitor | FBPA coupling cs | MBNL1-CUG inh
CCN(CC)/C(=N\S(=O)(=O)c1ccccc1C)c1ccccc1 | -2.8 | -11.6% | 4.5 | ? | -0.3 | 8.4% | 1.1% | 7.1% | · | -8.3%
CCCCC(=O)NCCNc1nc2c(c(=O)n(C)c(=O)n2C)n1Cc1ccccc1 | 37.5 | 15.2% | -5.3 | 1.8% | -12.8 | -3.1% | 3.3% | -1.2% | -4.2 | -10.9%
CC(NC(=O)c1cc(F)c(F)cc1Cl)c1ccncc1 (configuration not stated) | -0.1 | -12.7% | -2.2 | 10.0% | 12.4 | 0.1% | 5.0% | -0.2% | 4.2 | 4.6%
COc1ccccc1C(=O)NN=C1CCN(Cc2ccccc2)CC1 | -15.0 | 17.7% | 13.0 | -1.5% | 18.9 | 4.7% | 2.7% | 0.6% | 4.2 | 3.3%
CC(=O)c1ccccc1OC(=O)CCN1C(=O)C2C3C=CC(C4CC34)C2C1=O (configuration not stated) | 1.1 | -24.1% | 8.3 | 15.7% | 24.0 | -1.1% | 0.4% | -1.1% | -0.4 | 2.2%
COc1ccnc(Oc2cc(Cl)cc(Cl)c2)c1C#N | 2.2 | 15.6% | 5.1 | ? | 16.1 | 9.9% | 0.6% | 1.6% | 2.4 | -10.0%
CCOc1ccc(Cc2nnc(SCC(=O)Nc3c(C)cccc3C)[nH]c2=O)cc1 | 1.2 | 7.0% | -0.3 | · | 3.9 | 9.3% | 5.3% | · | · | ·
CC(C)(C(=O)c1ccccc1)/[N+]([O-])=C/c1ccc(Br)cc1 | 6.6 | -14.4% | · | · | -3.8 | · | -4.2% | · | · | ·
COc1ccc2nc(NC(=O)c3ccc(NS(=O)(=O)c4cccs4)cc3)sc2c1 | -9.5 | 24.7% | 20.7 | 14.2% | 2.4 | -6.1% | 1.6% | · | 2.1 | 25.2%
COc1ccc(/C=C/C(=O)OCC(=O)NCCc2ccccc2)c(OC)c1 | -13.3 | 10.5% | · | · | 12.9 | 1.2% | -2.3% | · | · | ·
COc1ccc(NC(=O)CSCc2ccccc2C)cc1 | -2.2 | 7.4% | 21.6 | 12.3% | 4.4 | 6.1% | 1.9% | -4.2% | -0.5 | -20.0%
CC1=NOC(=O)/C1=C\c1ccc(-c2cccc(Cl)c2)o1 | 12.7 | -41.7%[inhibitor] | 13.1 | ? | -2.6 | -11.5% | -7.7% | · | 3.9 | 4.1%
COc1ccc(C(=O)N/C(=C\c2ccccc2)C(=O)N2CCOCC2)cc1 | -0.6 | 19.9% | 0.9 | 13.9% | 1.1 | 2.5% | -1.4% | -4.4% | · | 5.6%
CCCc1[nH]nc2c1C(c1ccccc1OC)C(C#N)=C(N)O2 (configuration not stated) | 12.1 | 15.4% | 2.1 | 1.6% | 14.0 | 9.6% | 4.3% | -2.7% | -1.7 | -6.0%
CC1CCCC(NC(=O)COC(=O)Cc2ccsc2)C1C (configuration not stated) | -2.2 | 3.2% | -0.6 | 5.7% | 1.6 | 6.1% | 2.1% | -1.7% | -3.5 | -6.0%
O=C(CSCc1ccccc1)N/N=C/c1cc2c(cc1Br)OCO2 | 4.6 | -28.9% | 0.9 | 7.5% | -8.9 | 2.5% | -0.6% | 1.2% | 1.6 | ·
O=C(Cn1nnc(-c2ccccc2F)n1)Nc1ccc2c(c1)OCCO2 | -3.4 | 4.1% | 2.6 | 9.5% | 8.3 | -0.8% | -4.5% | 16.6% | 0.5 | -3.2%
CC(C(=O)NC(=O)NC1CCCCC1)N1CCN(c2ccc(O)cc2)CC1 (configuration not stated) | -9.9 | 24.3% | -1.3 | · | 2.6 | -4.4% | 4.4% | · | · | ·
CCCCOC(=O)Nc1ccc(S(=O)(=O)Nc2ccc([N+](=O)[O-])cc2)cc1 | 3.5 | 22.0% | -2.1 | -6.1% | -3.3 | -2.5% | -22.6% | -0.4% | 4.4 | 17.9%
COc1ccc(S(=O)(=O)N2CCCCC2)cc1NC(=O)CN1C(=O)NC(C)(C2CC2)C1=O (configuration not stated) | -1.2 | 8.1% | 1.2 | · | -20.8 | 11.0% | 4.3% | · | · | ·
CCCCCCN[C@H]1CCC2C3CC=C4C[C@@H](O)CC[C@]4(C)C3CC[C@@]21C (some centres not stated) | 11.0 | -61.4%[inhibitor] | · | · | -3.6 | -9.2% | -0.1% | · | · | ·
O=C(N/N=C/c1ccccc1O)c1ccc2c(c1)OCO2 | 10.0 | -24.7% | ? | 236.2%[activator] | 14.7 | 22.9% | 43.6% | · | -2.6 | 5.8%
Cc1ccc(Nc2nnc(SCC(=O)NCCN3C(=O)CSC3=O)s2)cc1 | -7.3 | 10.8% | -4.3 | 5.0% | 18.1 | 19.6% | -0.2% | 0.5% | 0.0 | 4.1%
CCc1nnc(NC(=O)c2n[nH]c(=O)c3ccccc23)s1 | -9.7 | -23.8% | 0.5 | -7.4% | -4.5 | -27.3% | 1.6% | -1.1% | -0.1 | 3.6%
C/C=C(\C)C(=O)NCCN1C2=NC[C@@H](C)N2C[C@@H]1Cc1ccc(OC)cc1 | -3.6 | 2.2% | -2.8 | -11.7% | 20.7 | -22.3% | 12.3% | 5.7% | 3.3 | -11.7%
Cc1ccc(N(C(C)C(=O)O)S(=O)(=O)c2c(C)[nH]c(=O)[nH]c2=O)cc1 (configuration not stated) | 1.9 | 4.5% | -1.6 | -4.9% | 5.6 | 2.4% | -0.4% | 0.6% | 2.3 | 6.5%
Cn1c(=O)c2[nH]c(Nc3ccccc3)nc2n(C)c1=O | 4.0 | -6.8% | -7.2 | 5.0% | 8.2 | -1.2% | -2.0% | -0.3% | 1.3 | -1.8%
Clc1ccc(SCc2cc(N3CCOCC3)nc(-c3ccccn3)n2)cc1 | -16.5 | -26.4% | 14.3 | ? | -45.2 | -3.1% | -5.1% | -1.9% | -1.0 | -1.3%
C/C(N)=C(/C#N)C(=O)CSc1nc2ccccc2c(=O)n1-c1ccc(C)c(Cl)c1 | -10.5 | -4.4% | 16.4 | 13.4% | -30.8 | -2.5% | 5.9% | -1.6% | 0.7 | ?
C=CCN(Cc1nc(-c2ccccc2)no1)C(=O)c1ccco1 | 0.0 | -4.0% | -7.6 | -1.9% | 4.1 | 13.7% | 2.8% | -1.4% | 1.7 | -6.1%
CC(C)CC1CCCCC1OC(=O)CN1CCCCC1 (configuration not stated) | -1.0 | -2.1% | -1.5 | -0.4% | 1.8 | 10.7% | -0.2% | 0.0% | 1.4 | -4.2%
Cc1ccc(CN2CCN(/N=C\C(Br)=C\c3ccccc3)CC2)cc1 | 7.5 | -49.1%[inhibitor] | ? | 0.0% | 0.7 | 5.2% | -0.2% | 0.3% | -2.3 | 7.8%
COc1ccc(Nc2cc(C)nc(-n3nc(C)cc3C)n2)cc1 | 3.8 | 0.0% | 4.8 | 19.5% | 9.3 | 3.5% | -2.7% | -2.6% | 1.2 | -8.8%
COc1cccc(C(=O)N/N=C(\C)c2ccc(NC(=O)Cc3ccccc3)cc2)c1OC | 4.7 | ? | 8.3 | 1.3% | -1.9 | -3.0% | 106.6% | 3.6% | 3.0 | 15.1%
COc1ccc(-c2cc(C(=O)OC(C)C(=O)Nc3c(C)n(C)n(-c4ccccc4)c3=O)c3ccccc3n2)cc1 (configuration not stated) | -1.5 | 7.1% | 0.4 | 1.2% | -14.9 | -0.3% | 91.1%[activator] | -0.2% | 0.1 | 31.4%[activator]
C[C@H](NC(=O)c1ccco1)C(=O)NNC(=O)c1ccc(F)cc1 | -5.1 | 20.2% | · | · | 19.7 | 0.0% | 5.5% | · | · | ·
CCc1cccc(NC(=O)C2CCN(S(=O)(=O)c3cccs3)CC2)c1 | 1.7 | -14.8% | ? | 8.6% | 4.7 | -0.1% | -4.3% | 0.2% | 0.3 | -3.1%
COc1cc(Cl)cc(C(=O)O)c1OCC(=O)O | 5.4 | 16.5% | 0.6 | 0.9% | -0.8 | -1.7% | 4.3% | -0.6% | 2.0 | -13.7%
CN(C)C(=O)c1ccc(NC(=O)CN2C(=O)NC3(CCCc4ccccc43)C2=O)cc1 (configuration not stated) | -4.0 | 19.7% | 1.8 | · | -1.9 | 16.3% | · | · | · | ·
O=C(NCc1ccco1)C1CCCN(S(=O)(=O)c2cccc3nonc23)C1 (configuration not stated) | -9.8 | 0.0% | -1.4 | -0.4% | 2.2 | · | -0.8% | 0.2% | 1.3 | ?
